# KCNH2 3.1 inh: qHTS for Inhibitors of KCHN2 3.1: Mutant qHTS | Potassium voltage-gated channel subfamily H member 2, brain isoform KCNH2 3.1 (human) | U2OS KCNH2 3.1, thallium flux FluxOr; active compounds read low | activity change, % (tested at about 1.8 µM) | hit rate 0.95% among 340,000;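 active means maximum activity change below -70%; inconclusive means maximum activity change from -70% to -50%; inactive means maximum activity change above -50%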;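 further: thallium influx rate constant from kinetic fluorescence after stimulation buffer; on the % scale 0 is the no-effect control and ±100 the full control effect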
#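 Kinetic fluorescence (2 min after stimulation buffer) measures Tl+ influx through KCNH2 3.1 expressed by viral transduction in U2OS cells; the rate constant is normalized against DMSO controls serving as positive and negative references.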
# NPC1 prom act: qHTS Assay for NPC1 Promoter Activators. hit rate 2.4% among 320,000. Huh7 NPC1 promoter luciferase reporter, 24 h. Potency, µM (doses to about 9.22 µM), for inactives: at the top dose activation, usual class: activators;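 further: potency means the concentration at half of the fitted maximal effect; % of control where 0% means no effect; nearly all actives have a fitted effect of over 60% in size; reporter is driven by a mutant NPC1 promoter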
#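 Readout is luciferase luminescence, reflecting NPC1 promoter activation in stably transfected Huh7 cells after 24 h compound exposure at 37 °C in reduced-serum medium with 10% FBS.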
# Gal4-VP16 FLuc: VP16 counterscreen qHTS for inhibitors of ROR gamma transcriptional activity; AID 2546, 2010; Potency, µM (titrated, usually from 53.6 µM), inactives show at the highest dose activity, negative = inhibition, hits mostly inhibitors; Drosophila S2 Gal4-VP16 UAS-luciferase, luminescence, 20 h; hit rate 3.5% among 310,000;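 further: Gal4-VP16 expression switched on by copper sulfate through the metallothionein promoter; potency means the concentration at half of the fitted maximal effect; on the % scale 0 is the no-effect control and ±100 the full control effect; nearly all actives have a fitted effect of over 50% in size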
# RORg inh: qHTS for inhibitors of ROR gamma transcriptional activity; Nuclear receptor ROR-gamma (Mus musculus), P51450; Drosophila S2 Gal4-RORgamma UAS-luciferase reporter, 20 h; Potency, µM (series often up to 53.6 µM), without a hit: at the top dose activity change, negative = inhibition, hits mostly inhibitors; hit rate 5.4% among 310,000; further: potency means the concentration at half of the fitted maximal effect; on the % scale 0 is the no-effect control and ±100 the full control effect; nearly all actives have a fitted effect of over 60% in size
#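 Stable Schneider cell line, Gal4 DNA-binding domain fused to ROR gamma, UAS-luciferase. Cmpd 1 hr RT → CuSO4 700 uM final → 20 hr RT → luciferase reagent 10 min → luminescence.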
# PKM2 act: qHTS Assay for Activators of Human Muscle isoform 2 Pyruvate Kinase. Pyruvate kinase PKM (Homo sapiens), P14618. AID 1631, 2009. Potency, µM (highest dose often 57.5 µM), for inactives: top-dose activation, actives largely listed as activators. hit rate 0.34% among 260,000. purified PKM2, Kinase-Glo ATP luminescence, activation; response scale: 0% is enzyme alone, no compound; further: potency means the concentration at half of the fitted maximal effect; on the % scale 0 is the no-effect control and ±100 the full control effect; nearly all actives have a fitted effect of over 55% in size
# Target sequence (P14618 whole entry, looked up, canonical isoform): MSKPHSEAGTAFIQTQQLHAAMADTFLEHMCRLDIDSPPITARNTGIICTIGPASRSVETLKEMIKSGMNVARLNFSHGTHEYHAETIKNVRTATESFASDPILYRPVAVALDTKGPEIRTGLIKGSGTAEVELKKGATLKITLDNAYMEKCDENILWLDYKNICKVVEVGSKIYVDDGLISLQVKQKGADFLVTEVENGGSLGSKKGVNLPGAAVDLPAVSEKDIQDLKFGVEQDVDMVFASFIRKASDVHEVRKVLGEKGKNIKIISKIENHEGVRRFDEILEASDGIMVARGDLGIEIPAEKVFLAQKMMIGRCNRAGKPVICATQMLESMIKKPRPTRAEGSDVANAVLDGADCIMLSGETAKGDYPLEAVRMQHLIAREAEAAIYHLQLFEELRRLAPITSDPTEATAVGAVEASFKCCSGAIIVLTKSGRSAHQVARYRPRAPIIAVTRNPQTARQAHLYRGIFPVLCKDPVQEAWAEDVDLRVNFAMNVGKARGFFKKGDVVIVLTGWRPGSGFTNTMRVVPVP
#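 Purified hPK-M2 (>95%) run at intermediate activity with 0.1 mM ADP and 0.5 mM PEP in 50 mM imidazole pH 7.2, KCl, MgCl2; 1 h room temperature. ATP formed read by Kinase-Glo luminescence; normalized to uninhibited and no-enzyme controls.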
# MBNL1 CUG block: qHTS Assay for Inhibitors of MBNL1-poly(CUG) RNA binding; TR-FRET MBNL1-His/biotin-(CUG)12 binding, 665/545 ratio; Potency, µM (highest dose often 57.5 µM), inactives show at the highest dose activity change, negative = inhibition, usual class: inhibitors; hit rate 0.036% among 280,000; AID 2675, 2010; active means well fitted inhibition curve with a large enough effect in the signal ratio, with a control signal flat, not every such curve was filed as active; inconclusive means small, poorly fitted or top-dose-only effect, or effect the other way, or a change in a side signal; inactive means no such curve, though single readings can be large or run the other way; the % refers to the signal ratio; further: potency means the concentration at half of the fitted maximal effect; on the % scale 0 is the no-effect control and ±100 the full control effect
#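 Ratiometric TR-FRET (665 over 545 nm, excitation 340 nm) tracks disruption of MBNL1-His/biotin-(CUG)12 complex after 60 min at room temperature, with compounds at 92 nM to 58 uM final.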
# FLuc counter: qHTS profiling assay for firefly luciferase inhibitor/activator using purifed enzyme and Km concentrations of substrates (counterscreen for miR-21 project). Luciferin 4-monooxygenase (Photinus pyralis), P08659. purified FLuc, Km substrates, luminescence inhibition. Potency, µM (titrated, usually from 57.5 µM), without a hit: at the top dose activity change, negative = inhibition, usual class: inhibitors. hit rate 6.9% among 360,000;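 further: potency means the concentration at half of the fitted maximal effect; plate controls were vehicle for no effect and reference inhibitor for full effect; nearly all actives have a fitted effect of over 55% in size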
#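 Purified P. pyralis luciferase (10nM final) with 10uM D-luciferin and 10uM ATP (Km levels) in 50mM Tris acetate pH 7.5, 10mM Mg acetate, 0.01% Tween-20, 0.05% BSA; qHTS 6-point titration, ~60 µM downward; luminescence read.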
# Mito fusion yeast: qHTS Assay for Small Molecule Inhibitors of Mitochondrial Division or Activators of Mitochondrial Fusion; Potency, µM (doses to about 46.1 µM), for the others: at the top dose growth rescue (activation), most hits filed as activators; hit rate 0.23% among 320,000; AID 485298, 2010; S. cerevisiae fusion-defective mutant growth rescue, CellTiterGlo 48 h;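 further: potency means the concentration at half of the fitted maximal effect; % of control where 0% means no effect; nearly all actives have a fitted effect of over 45% in size; temperature-sensitive fusion mutants such as fzo1-1 at 37 °C on non-fermentable ethanol glycerol medium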
#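 Temperature-sensitive fusion-defective S. cerevisiae (e.g. fzo1-1, mgm1-5) were grown with compound in YPEG medium (3% ethanol, 3% glycerol) for 48 hours at 37C. Growth rescue was measured as viability by CellTiterGlo luminescence after 10 minutes at ambient.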
# Menin MLL FP TR: qHTS Assay for Inhibitors Targeting the Menin-MLL Interaction in MLL Related Leukemias: Competition With Texas Red Labeled MLL-derived Mutant Peptide; O00255; Menin + Texas Red MLL mutant peptide, fluorescence polarization; Potency, µM (doses to about 61.6 µM), for the others: at the highest dose FP activity change, negative = inhibition, usual class: inhibitors; hit rate 0.23% among 270,000; AID 1768, 2009; active means well fitted inhibition curve with a large enough effect in the polarisation, with a control signal flat, not every such curve was filed as active; inconclusive means small, poorly fitted or top-dose-only effect, or effect the other way, or a change in a side signal; inactive means no such curve, though single readings can be large or run the other way; the % refers to the polarisation; further: potency means the concentration at half of the fitted maximal effect; % of control where 0% means no effect; many of its hits are not listed in these tables
# Target sequence (O00255 whole entry, looked up): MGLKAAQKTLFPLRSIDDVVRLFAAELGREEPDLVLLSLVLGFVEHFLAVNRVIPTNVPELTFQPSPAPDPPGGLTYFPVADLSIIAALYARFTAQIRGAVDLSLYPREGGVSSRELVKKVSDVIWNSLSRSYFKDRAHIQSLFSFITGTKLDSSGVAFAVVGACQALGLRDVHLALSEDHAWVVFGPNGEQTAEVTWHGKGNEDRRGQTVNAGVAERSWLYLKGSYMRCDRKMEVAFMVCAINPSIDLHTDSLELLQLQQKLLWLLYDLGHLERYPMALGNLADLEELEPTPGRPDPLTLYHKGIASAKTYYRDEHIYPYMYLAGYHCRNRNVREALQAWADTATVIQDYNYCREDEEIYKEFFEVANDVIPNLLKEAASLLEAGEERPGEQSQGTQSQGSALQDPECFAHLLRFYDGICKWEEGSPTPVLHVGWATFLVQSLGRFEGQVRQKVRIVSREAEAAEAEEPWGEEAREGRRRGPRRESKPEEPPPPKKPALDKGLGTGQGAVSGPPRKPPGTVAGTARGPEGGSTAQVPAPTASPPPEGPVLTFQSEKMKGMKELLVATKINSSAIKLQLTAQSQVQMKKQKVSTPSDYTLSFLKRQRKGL
# ELG1 repair inh: qHTS screen for small molecules that inhibit ELG1-dependent DNA repair in human embryonic kidney (HEK293T) cells expressing luciferase-tagged ELG1 | Potency, µM (doses to about 46.1 µM), for the others: at the highest dose activity change, negative = inhibition, usual class: inhibitors | AID 504467, 2011 | HEK293T ELG1-luciferase reporter, luminescence, 16 h; DNA damage induced by 5-fluorouridine | hit rate 2.3% among 330,000; further: potency means the concentration at half of the fitted maximal effect; on the % scale 0 is the no-effect control and ±100 the full control effect; nearly all actives have a fitted effect of over 55% in size
#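 DMSO vehicle served as the neutral condition. Each well held 2,000 cells given 5-fluorouridine plus compound; after 16 hr at 37 °C/5% CO2, ONE-Glo was added and luciferase measured 30 min later.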
# Rab9 prom act: qHTS Assay for Rab9 Promoter Activators. AID 485297, 2010. Potency, µM (series often up to 9.22 µM), without a hit: top-dose activation, negative = inhibition, most hits filed as activators. hit rate 2.8% among 320,000. Huh7 Rab9 promoter-luciferase reporter, luminescence, 24 h; further: potency means the concentration at half of the fitted maximal effect; % of control where 0% means no effect; nearly all actives have a fitted effect of over 60% in size
#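 Cell-based reporter: Huh7 stable for Rab9 promoter-driven luciferase, plated in reduced-serum medium with 10% FBS at 1500 cells/well, compound-treated 24 h at 37 °C, luminescence read after 10 min reagent.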
# An asterisk follows results filed as active; ? = inconclusive; . = not tested or not shown; [ ] = another dose, or the depositor's remark. Unless noted, the call rests on the fitted dose curve; in most records, active means well fitted curve in the direction sought with a large enough effect; inconclusive means small, poorly fitted or top-dose-only effect, or another doubt; inactive means no such curve, though single readings can be large; an effect the other way counts as inactive or inconclusive.
SMILES,KCNH2 3.1 inh,NPC1 prom act,Gal4-VP16 FLuc,RORg inh,PKM2 act,MBNL1 CUG block,FLuc counter,Mito fusion yeast,Menin MLL FP TR,ELG1 repair inh,Rab9 prom act
CCN(CC)CCN(Cc1cc2cc3c(cc2[nH]c1=O)OCCO3)C(=S)NCC(C)C,-6,-3%,0%,27%,-6%,0%,?,-1%,-19%,?,-1%
CCN(CC(=O)Nc1c(F)cccc1F)C(=O)C(C)SCc1nc2sc(C)c(C)c2c(=O)[nH]1 (stereo unspecified),0,0%,-19%,0%,-2%,-5%,1%,0%,.,6%,2%
CN(CCOc1cccc(C(F)(F)F)c1)Cc1ccccc1,5,1%,-3%,14%,-7%,-5%,-1%,-1%,-15%,10%,-1%
Cc1ccc(SCCNC(=O)c2ccccc2F)cc1,-19,-1%,-13%,2%,-2%,-6%,-12%,-2%,-13%,2%,-2%
O=C(Cc1coc2ccc3ccccc3c12)N1CCCC1,-15,-2%,-14%,-6%,7%,8%,-2%,5%,?,18%,-2%
CC(C)OCCCNC(=O)c1cc(-c2cccs2)nc2ccccc12,0,0%,2%,-5%,.,?,?,13%,-12%,?,1%
O=C(Nc1ccc2oc(=O)ccc2c1)c1ccccc1[N+](=O)[O-],12,1%,6%,10%,0%,?,-3%,0%,5%,4%,-2%
O=C(O)c1cccc2c1-c1ccccc1/C2=N\Nc1ccccc1,-15,3.2µM*,-4%,20%,.,6%,11µM*,-1%,?,?,?
CCOc1ccc(NC(=O)c2cccnc2SC)cc1,19,6%,6%,21%,-8%,11%,?,-1%,0%,?,19%
O=C(COC(=O)CNC(=O)c1sc2ccccc2c1Cl)Nc1c(Cl)cc(Cl)cc1Cl,-4,-1%,1%,3%,-9%,.,-1%,-2%,-6%,16%,4%
COc1ccc(CNC(=O)CSc2nc(C)cs2)cc1,-7,-3%,-4%,2%,-25%,1%,5%,-5%,1%,5%,-1%
COc1ccc(C(=O)COC(=O)CN2C(=O)c3ccccc3C2=O)c(OC)c1,.,2%,1%,1%,-7%,3%,-2%,0%,.,3%,13%
CCN(CC)Cc1cc(CC(C(N)=O)C(N)=O)ccc1OC,-18,-2%,-1%,0%,?,4%,1%,1%,-3%,-1%,-3%
Cc1nc2ccccc2cc1C(=O)NCc1ccco1,-6,-4%,-8%,12%,2%,10%,-5%,2%,0%,-17%,-2%
CCCOc1ccc(C(F)(F)F)cc1NC(=O)CN1C(=O)C(=O)N(CC)C1=O,4,1%,.,.,.,.,.,-4%,.,12%,0%
CS(=O)(=O)N1CCN(Cc2cc(=O)n3ccsc3n2)CC1,0,1%,4%,-7%,1%,1%,1%,-7%,-3%,20%,-2%
Cc1nc2cc(NC(=O)c3ccc(Br)s3)ccc2s1,8,0.4µM*,?,5µM*,-1%,141%[activator],0.48µM*,6%,.,?,0.32µM*
CCCN(Cc1cc(=O)[nH]c2ccccc12)C(=O)CC,-6,-7%,-3%,-16%,2%,.,-4%,-3%,.,-4%,-1%
Cc1ccc(OCCC(=O)Nc2ccc(C)c(F)c2)cc1,3,-4%,-12%,25%,-5%,-6%,-3%,5%,19%,-5%,-6%
Cc1cc(OCc2nn[nH]n2)c2c(C)c(Cc3ccccc3)c(=O)oc2c1,-14,1%,-12%,-2%,-10%,12%,4%,6%,?,-13%,-3%
O=c1[nH]nc(SCc2ccccc2)n1C1CC2C=CC1C2 (stereo unspecified),23,2%,-4%,12%,-1%,3%,7%,7%,.,3%,-5%
CCOC(=O)c1ccc(NC(=O)CCS(=O)(=O)Cc2ccccc2)cc1,13,-1%,-2%,0%,-3%,-3%,2%,-2%,2%,2%,0%
CSc1nnc(NC(=O)c2nc(S(=O)(=O)Cc3ccccc3)ncc2Cl)s1,6,-39%[inhibitor],?,13µM*,.,10%,-1%,-5%,.,?,-51%[inhibitor]
CCOC(=O)C1C(c2ccccc2O)NC(=O)NC1(O)C(F)(F)F (stereo unspecified),2,20%,13%,-27%,3%,7%,-2%,-8%,-1%,4%,28%
CSC1=NCCN1C(=O)c1cccc(Br)c1,8,-4%,-7%,3%,10%,2%,0%,4%,-4%,-8%,3%
COc1ccc(CCN=C(NS(=O)(=O)c2ccccc2)c2ccccc2)cc1OC,2,-6%,-1%,7%,3%,-2%,5%,0%,-14%,-12%,-2%
NC(=S)N=Nc1c(O)n(Cc2ccc(Br)cc2)c2ccccc12,-22,-31%[inhibitor],0.89µM*,0.79µM*,0%,1%,1%,7%,?,?,-24%
CC(C#Cc1c([C@@H](C)Oc2ccccc2)nnn1Cc1ccccc1)Oc1ccccc1 (stereo partly specified),-11,0%,-15%,12%,-7%,-7%,-2%,-2%,.,?,-3%
COc1ccc(-c2[nH]ncc2CN2CCSCC2)c(OC)c1,10,-3%,0%,-10%,0%,3%,-1%,-2%,-14%,12%,-17%
Cc1ccc(C(=O)CS(C)(=O)=O)cc1,1,5%,28%,-8%,-8%,6%,-7%,-6%,-1%,22%,11%

# Filtered by structure: the entries above with a Cl atom (two)
SMILES,KCNH2 3.1 inh,NPC1 prom act,Gal4-VP16 FLuc,RORg inh,PKM2 act,MBNL1 CUG block,FLuc counter,Mito fusion yeast,Menin MLL FP TR,ELG1 repair inh,Rab9 prom act
O=C(COC(=O)CNC(=O)c1sc2ccccc2c1Cl)Nc1c(Cl)cc(Cl)cc1Cl,-4,-1%,1%,3%,-9%,.,-1%,-2%,-6%,16%,4%
CSc1nnc(NC(=O)c2nc(S(=O)(=O)Cc3ccccc3)ncc2Cl)s1,6,-39%[inhibitor],?,13µM*,.,10%,-1%,-5%,.,?,-51%[inhibitor]

# More records.
SMILES,KCNH2 3.1 inh,NPC1 prom act,Gal4-VP16 FLuc,RORg inh,PKM2 act,MBNL1 CUG block,FLuc counter,Mito fusion yeast,Menin MLL FP TR,ELG1 repair inh,Rab9 prom act
CCc1nc2nc(C)c(NS(=O)(=O)c3ccc(Br)s3)c(=O)n2[nH]1,8,0%,5%,-32%,-2%,?,0%,-5%,1%,20%,-8%
COc1ccc(-c2nc(SC)n(C)c(=O)c2C#N)cc1OC,3,0%,-17%,-27%,-12%,17%,2%,4%,-6%,?,0%
COc1ccc([C@@H]2[C@@H]3C(=O)N(C(C)(C)C)C(=O)[C@@H]3[C@]3(Cc4ccccc4)C(=O)N(c4cccc(Cl)c4)C(=O)N23)cc1,0,-8%,.,.,.,.,5%,-4%,.,-5%,-1%
CC(C)NC(=O)CN(Cc1ccc(F)cc1)C(=O)CCC(=O)Nc1nccs1,-4,-4%,-3%,-13%,-8%,-3%,0%,-2%,6%,17%,5%
Cc1csc(NC(=O)C(C)N2C(=O)c3ccccc3S2(=O)=O)n1 (stereo unspecified),-6,0%,1%,-4%,.,-8%,3%,-17%,.,0%,5%
Cn1ncc([N+](=O)[O-])c1C(=O)Nc1nccs1,-8,-3%,0%,-28%,8%,.,3%,2%,4%,-2%,1%
O=C1Cn2c(nc3ccccc32)N1c1ccccc1F,-2,-1%,9%,21%,-4%,-5%,1%[2.3 µM],-2%,14%,-9%,13%
c1cc2ccc3ccc(-n4cnnn4)c4ccc(c1)c2c34,-3,-4%,-22%,?,-6%,17%,0%,-5%,-1%,?,-2%
CCOC(=O)c1cccc(Nc2ncnc3ccc(C)cc23)c1,-85*,-4%,-1%,?,5%,4%,-15%,5%,27%,?,2%

# Screens deposited in PubChem by National Center for Advancing Translational Sciences (NCATS).

# Only part of the results is shown, so the mix of outcomes need not match the whole.
